Source: PubChem (several laboratories)
KCNK9 inh – blocks the human KCNK9 two-pore domain potassium channel | HEK293 KCNK9, FluxOR thallium flux fluorescence; active compounds read low | Q9NPC2 | AID 488922 | B-score at 10 µM | 310,000 tested, 1.2% active;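 active means ratio B-score over 3 SD below the library mean, with starting fluorescence within 5 SD of its mean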;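 further: negative B-score means less thallium flux so channel inhibition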
hERG protect – shields human hERG channel from block by proarrhythmic agents; Q12809; AID 1511; activation (rescue from dofetilide block), less the hit threshold, % at 10 µM; 310,000 tested, 0.51% active; CHO-hERG, FluxOR thallium flux, dofetilide IC70 present;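 active means activation above the mean of controls blocked by dofetilide plus 5 SD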;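 further: thallium influx through hERG after potassium depolarization seen as dye fluorescence rise; in these data hits start at about 4.7%; inactives centre near -7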
KCNQ1 act – human KCNQ1 channel potentiation or activation; P51787; CHO-K1 KCNQ1, thallium flux FluxOR fluorescence; active compounds read high; B-score at 10 µM; 310,000 tested, 0.35% active; AID 2648;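 active means fluorescence ratio B-score, a plate-corrected score, at least three library SD, with initial intensity B-score within 5 SD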
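assay system = KCNQ1-transfected CHO-K1 cells | medium = assay buffer with matched DMSO | probe or stimulus = depolarizing K+/Tl+ stimulus, K2SO4 and Tl2SO4 each 12.5 mM in 5x stock | dosing = single dose | incubation = dye 90 min, compound 20 min, room temperature | detection = kinetic FluxOR fluorescence, 10 s baseline plus 110 s post-stimulus | evaluation = ratio B score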
TRPC4 act – TRPC4 (mouse) channel activation | 310,000 tested, 0.49% active | B-score at 10 µM | HEK293 TRPC4beta/mu-opioid, Fluo4 calcium fluorescence; active compounds read high | Q9QUQ5;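 active means B-score above 5 SD of library B-scores, and initial fluorescence ratio not above library mean plus 5 SD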;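 further: positive B-score marks a calcium rise read as TRPC4 activation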
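Assay system – TRPC4beta and mu-opioid receptor HEK293 stable cells · Measured by – Fluo4 fluorescence, kinetic · Schedule – dye loading 45 min room temperature, 110 s kinetic read · Read-out – B-scored integrated calcium fluorescence ratio · Controls – buffer and maximal DAMGO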
KCNQ1 inh – human KCNQ1 channel inhibition | P51787 | CHO-K1 KCNQ1, FluxOR thallium flux fluorescence; active compounds read high | B-score at 10 µM | 310,000 tested, 1.3% active | AID 2642;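 active means compounds whose thallium flux B-score, printed positive for inhibition, exceeds three library SD while starting fluorescence stays within three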;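 further: channel opened by potassium depolarization with thallium stimulus after 20 min compound exposure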
Dyrk1A ADPGlo – Dyrk1A (rat) kinase inhibition; 310,000 tested, 0.43% active; ADP-Glo luminescence, NFATc1 peptide; inhibition, % at 12.5 µM; in the data active means inhibition above about 50%;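 further: plate controls were vehicle with enzyme for no effect and no enzyme for full effect; many of its hits are not listed in these tables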
KCNK3 block – human KCNK3 channel inhibition, primary screen; O14649; CHO-KCNK3 thallium flux, FluxOR fluorescence; active compounds read low; B-score at 10 µM; 340,000 tested, 0.84% active; AID 602410;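 active means B-score under library mean minus 4 SD, starting fluorescence ratio at most library mean plus 5 SD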;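 further: more negative B-score means stronger inhibition of thallium flux through KCNK3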
HDAC3 inh – inhibitors of human histone deacetylase 3; O15379; recombinant HDAC3, fluorogenic peptide/trypsin coupled, fluorescence; inhibition, % at 8.3 µM; 320,000 tested, 0.15% active; AID 2718; in the data active means inhibition above about 26%, passing the limit was not always enough
TRPC4 potent – allosteric potentiators of mouse TRPC4 channel; 310,000 tested, 0.42% active; B-score at 10 µM; HEK293 TRPC4beta/mu-opioid, DAMGO EC20, Fluo-4 Ca2+ flux; active compounds read high; Q9QUQ5;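 active means B-score of calcium response area above 5 SD of library B-scores, with initial fluorescence ratio within 5 SD of library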;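 further: B-score of integrated fluorescence ratio over time as area under calcium response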
TMEM16A act – activates or potentiates the mouse TMEM16A chloride channel; Q8BHY3; HEK293 TMEM16A/YFP-H148Q/I152L, iodide quench fluorescence; active compounds read low; B-score at 10 µM; 340,000 tested, 0.3% active;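 active means fluorescence-ratio B-score plate-corrected deviation score at least 3 library SD below zero, with starting fluorescence score within 5 deviations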;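 further: channel opened by trigger with iodide after compound preincubation; score built on the fluorescence ratio of max minus min over baseline; more negative score means more quench and so TMEM16A activation or potentiation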
Target sequence (Q8BHY3 whole entry, looked up): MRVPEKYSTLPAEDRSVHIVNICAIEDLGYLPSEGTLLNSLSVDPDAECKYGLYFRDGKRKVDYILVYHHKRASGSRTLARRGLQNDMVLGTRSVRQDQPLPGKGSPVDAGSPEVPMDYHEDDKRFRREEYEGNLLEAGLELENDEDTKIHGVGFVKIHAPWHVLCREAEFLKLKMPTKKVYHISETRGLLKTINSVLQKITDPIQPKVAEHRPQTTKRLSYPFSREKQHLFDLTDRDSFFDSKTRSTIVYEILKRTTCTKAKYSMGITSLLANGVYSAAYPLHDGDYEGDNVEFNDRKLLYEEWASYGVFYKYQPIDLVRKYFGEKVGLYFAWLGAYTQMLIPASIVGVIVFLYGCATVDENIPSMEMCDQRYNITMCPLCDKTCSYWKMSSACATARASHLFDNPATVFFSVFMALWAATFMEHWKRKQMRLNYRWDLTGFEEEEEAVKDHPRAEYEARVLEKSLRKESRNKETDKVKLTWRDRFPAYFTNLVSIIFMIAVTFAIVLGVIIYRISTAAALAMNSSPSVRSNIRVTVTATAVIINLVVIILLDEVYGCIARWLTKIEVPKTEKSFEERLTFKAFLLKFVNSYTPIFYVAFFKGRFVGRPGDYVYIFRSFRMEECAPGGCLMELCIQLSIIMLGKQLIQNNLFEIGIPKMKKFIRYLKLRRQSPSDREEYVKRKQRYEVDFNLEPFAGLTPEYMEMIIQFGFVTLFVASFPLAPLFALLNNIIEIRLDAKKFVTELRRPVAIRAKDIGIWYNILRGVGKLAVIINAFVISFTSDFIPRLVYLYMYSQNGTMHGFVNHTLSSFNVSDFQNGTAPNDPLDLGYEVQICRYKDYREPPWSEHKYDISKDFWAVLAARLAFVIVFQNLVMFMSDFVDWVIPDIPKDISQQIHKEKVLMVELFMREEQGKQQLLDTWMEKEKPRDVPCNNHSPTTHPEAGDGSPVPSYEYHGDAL
TMEM16A inh – inhibitors of mouse TMEM16A calcium-activated chloride channel; Q8BHY3; HEK293 TMEM16A/YFP iodide influx fluorescence, ionomycin; normalized B-score (activity score, 25-100; higher = stronger inhibition) at 10 µM; 310,000 tested, 1.2% active;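 active means ratio plate-corrected score three or more library SD toward inhibition, starting fluorescence score within five deviations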;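 further: score derived from kinetic fluorescence span divided by baseline fluorescence per well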
Active calls of the source: *; i = inactive; . = no result given.

Below each compound – TRPC4 act, KCNQ1 act, TRPC4 potent, Dyrk1A ADPGlo, HDAC3 inh, KCNQ1 inh, KCNK3 block, hERG protect, TMEM16A act, KCNK9 inh, TMEM16A inh
CCn1c(Cn2nnc(-c3ccccc3)n2)nnc1SCC(=O)Nc1cccc(C)c1C
  i, i, i, -4, -5, i, i, -10, i, i, i
Cc1ccc(C(=O)OCC(=O)N2CC(=O)Nc3ccccc32)s1
  i, i, i, -5, -12, i, i, -16, i, i, i
O=C(Nc1nnc(C2=COCCO2)o1)c1ccc([N+](=O)[O-])cc1
  i, i, i, ., 4, i, i, -4, i, i, i
O=C(O)c1ccc(CSc2nnc(SCc3ccccc3)s2)cc1
  i, i, i, -24, -9, i, i, -11, i, i, i
O=C(CNC(=O)c1ccc(Br)cc1)NCC(=O)OCc1ccc(Cl)cc1
  i, i, i, 4, 2, i, i, -1, i, i, i
COc1cccc(-n2c(SCC(=O)NCCC3=CCCCC3)nc3n[nH]c(C)c3c2=N)c1
  i, i, i, ., 12, i, ., -5, ., i, i
Cc1cccc(NC(=O)Cn2c(=O)oc3cc(S(=O)(=O)N4CCCC4)ccc32)n1
  i, i, i, 1, -3, i, i, -4, i, i, i
Cn1c(SCC(=O)Nc2cccc(S(=O)(=O)NC3=NCCCCC3)c2)nnc1-c1ccccc1
  i, i, i, 4, 2, i, i, -4, i, i, i
N#C/C(=N\Nc1ccc(Br)cc1)C(=N)N1CCOCC1
  i, i, i, -2, -6, i, i, 1, i, i, i
Cc1cc(C(=O)NCC(c2cccs2)N2CCOCC2)ccc1[N+](=O)[O-] (centres undefined)
  i, i, i, -2, -4, i, i, -15, i, i, i
O=C(O)c1ccccc1N(Cc1ccccc1)C(=O)CO/N=C/c1ccccc1
  i, i, i, 2, 3, i, i, -7, i, i, i
CCOC1CCCCC1NS(=O)(=O)c1ccc(Cl)cc1 (centres undefined)
  i, i, i, 6, -1, i, i, -1, i, i, i
O=C(CCC(=O)c1ccccc1)Nc1ccccc1
  i, i, i, ., 1, i, i, -3, i, i, i
CC1CC(Nc2ccccc2)c2ccccc2N1C(=O)c1cccnc1 (centres undefined)
  i, i, i, 2, 5, i, i, 3, i, i, i
CN(Cc1nccn1C)C(=O)c1ccc2nc(Cc3ccccc3F)oc2c1
  i, i, i, -8, -1, i, i, -8, i, i, i
Cc1ccc(C)c(CSc2nnc(-c3ccccn3)n2N)c1
  i, i, i, 1, -2, i, i, -4, i, i, i
Cc1ccc(-c2nc(CS(=O)CC(=O)N3CCN(c4ccc(F)cc4)CC3)c(C)o2)cc1 (centres undefined)
  i, i, i, 2, -2, i, i, -9, i, i, i
CCn1c(=NC(=O)CS(=O)(=O)c2ccc(F)cc2)sc2cccc(OC)c21
  i, i, i, 22, -1, i, i, -14, i, i, i
CC(=O)NCCn1c(SCC(=O)NCCC(C)C)nc2ccccc2c1=O
  i, i, i, 18, -5, i, i, -9, i, i, i
CCCCN(Cc1cc2cc(OC)ccc2[nH]c1=O)C(=O)c1ccco1
  i, i, i, -4, 2, i, i, -1, i, i, i
Cc1cccc(C)c1N1CCN(S(=O)(=O)N2CCOCC2)CC1
  i, i, i, -1, 1, i, i, -11, i, i, i
NC(N)=Nc1cc2ccccc2c2ccccc12
  i, i, i, ., -6, i, ., -15, ., i, i
CC(C)Oc1ncnc2c1[nH]c1ccccc12
  i, i, i, 11, -50, i, i, -9, i, i, 25*
COc1ccc(Sc2nc(-c3ccccn3)ncc2OC)cc1
  i, i, i, -2, 6, i, i, -8, i, i, i
OC1(c2ccc(F)cc2)CCN(Cc2nnnn2Cc2cccs2)CC1
  i, i, i, -1, 0, i, i, -10, i, i, i
COCC(=O)N1CCC(Oc2ccc(C(=O)N3C[C@H]4CC[C@H]3C4)cc2)CC1
  i, i, i, 1, -2, i, i, -13, i, i, i
COCCNC(=O)c1cc(S(=O)(=O)N2CCCCC2)ccc1N1CCOCC1
  i, i, i, 6, -5, i, i, -5, i, i, i
CCCCNC(=S)N(CCN(CC)CC)Cc1cc2cc3c(cc2[nH]c1=O)OCO3
  i, i, i, -11, -6, i, i, -7, i, i, i
Nc1ccc(C(=O)NC2CCSc3ccccc32)cc1[N+](=O)[O-] (centres undefined)
  i, i, i, 6, 1, i, i, -5, i, i, i
COc1ccc(N(C)C(=O)C2CCN(S(=O)(=O)c3cccc4nonc34)CC2)c(OC)c1
  i, i, i, 3, -4, i, i, -12, i, i, i
O=C(CSc1nc2ccccc2c(=O)n1NC(=O)Cc1ccccc1)NCc1ccco1
  i, i, i, -7, 11, i, i, -14, i, i, i
CN1/C(=C/c2cccc[n+]2CCO)Sc2ccccc21
  i, i, i, -3, 1, i, i, -4, i, i, i
O=C(COc1ccccc1Cl)Nc1ccccc1C(=O)N1CCOCC1
  i, i, i, 8, -1, i, i, -10, i, i, i
CCc1ccc(C(=O)OCC(=O)NCC(F)(F)F)cc1
  i, i, i, 1, -7, i, i, -7, i, i, i
C[C@@H]1CC[C@@]2(OC1)O[C@H]1C[C@H]3[C@@H]4CC=C5C[C@@H](O)[C@H](O)C[C@]5(C)C4CC[C@]3(C)[C@H]1[C@@H]2C (some centres undefined)
  i, i, i, -7, 5, i, i, -4, i, i, i
C=CCSc1nc(C)c2cc(C)cc(C)c2n1
  i, i, i, -6, -4, i, i, -12, i, i, i
Cc1ccc(C(=O)Nc2cccc(NC(=O)c3ccc(C)o3)n2)o1
  i, i, i, 10, 5, i, i, -3, i, i, i
O=[N+]([O-])/C(=C\Nc1ccc(F)cc1F)S(=O)(=O)c1ccccc1
  i, i, i, 5, -1, i, i, 1, i, i, i
COc1ccc(CN2CC(=O)N(c3ccc(C)cc3)C2=S)cc1OC
  i, i, i, -2, -5, i, i, -5, i, i, i
O=C1N=C(N2CCN(c3ccccc3)CC2)S/C1=C\c1cn[nH]c1-c1ccccc1
  i, i, i, 4, 3, i, i, -3, i, i, i
O=[N+]([O-])c1ccc(Cl)c(S(=O)(=O)Nc2cccc(-c3ccc(N4CCOCC4)nn3)c2)c1
  i, i, i, -5, -2, i, i, -10, i, i, i
CCOC(=O)CNc1c(-c2ccc(Cl)cc2)nc2cnccn12
  i, i, i, 16, -39, i, i, -15, i, i, i
COc1ccc(CCn2c(S)nc3ccccc3c2=O)cc1
  i, 8*, i, -3, -2, i, i, 4, i, i, i
O=C(CCCN1C(=O)c2ccccc2C1=O)Nc1ccccc1C(=O)N1CCOCC1
  i, i, i, 3, 4, i, i, -2, i, i, i
CCOc1ccc(NC(=O)CN(C)C(=O)c2cccnc2Sc2ccc(C)c(C)c2)cc1OCC
  i, i, i, -2, 2, i, i, -10, i, i, i
CCOC(=O)CC1COc2ccccc2N1C(=O)c1ccc(F)cc1 (centres undefined)
  i, i, i, ., -1, i, i, -8, i, i, i
Cn1c(=O)n(C)c2cc(/C=N/NC(N)=S)ccc21
  i, i, i, 1, -1, i, i, -8, i, i, i
CN(c1ccccc1C(=O)Nc1cccnc1)S(C)(=O)=O
  i, i, i, -2, -4, i, i, -8, i, i, i
O=C(NCN1CCOCC1)c1cnccn1
  i, i, i, -12, 6, i, i, -7, i, i, i
O=C(CCCc1ccccc1)NCc1ccc(F)cc1
  i, i, i, 2, 1, i, i, -7, i, i, i
C=CCn1c(SCC(=O)c2c(N)n(C)c(=O)n(C)c2=O)nc2sc(C)c(C)c2c1=O
  i, i, i, 6, -8, i, i, -8, i, i, i
COC(=O)c1cc2occc2n1Cc1cccc(C)c1
  i, i, i, 3, 11, i, i, -13, i, i, i
CC(C)NC(=S)N1CCN(S(=O)(=O)c2cccc(C(F)(F)F)c2)CC1
  i, i, i, -4, 2, i, i, -5, i, i, i
CCC1(c2ccc(F)cc2)NC(=O)N(CC(=O)Nc2ccccc2Cl)C1=O (centres undefined)
  i, i, i, -6, 3, i, i, -6, i, i, i
COc1c(C(=O)NNC(=O)c2ccccc2)csc1Br
  i, i, i, ., -1, i, i, -1, i, i, i
Cc1ccccc1N(CC(=O)NC(C)(C)C)C(=O)CS(=O)CC(=O)Nc1ccc2c(c1)OCO2 (centres undefined)
  i, i, i, 0, 19, i, i, -7, i, i, i
COc1ccc(C2NC(=S)NC(O)(C(F)(F)F)C2C(=O)c2cccs2)cc1 (centres undefined)
  i, i, i, 7, -1, i, i, -7, i, i, i
COc1cccc(N2C(=NC(=O)C3CCCO3)SC3CS(=O)(=O)CC32)c1 (centres undefined)
  i, i, i, 0, 2, i, i, -10, i, i, i
COc1ccc(N2CCN(C(=O)COC(=O)CNC(=O)c3ccc(Cl)cc3Cl)CC2)cc1
  i, i, i, -13, 5, i, i, -5, i, i, i
COc1ccc(-c2c(C3=CCCCC3)oc3ccc(-c4ccc5c(c4)OCO5)cc23)cn1
  i, i, i, 0, -12, i, i, -4, i, i, i

The results go on.
Below each compound – TRPC4 act, KCNQ1 act, TRPC4 potent, Dyrk1A ADPGlo, HDAC3 inh, KCNQ1 inh, KCNK3 block, hERG protect, TMEM16A act, KCNK9 inh, TMEM16A inh
CC(=O)OC1CC(c2cc(C(C)(C)C)c(O)c(C(C)(C)C)c2)=NO1 (centres undefined)
  i, i, i, -10, 9, i, i, -13, i, i, i
CCOC(=O)N1CCN(c2cc(=O)n(-c3cccc(Br)c3)c(=O)[nH]2)CC1
  i, i, i, -1, -7, i, i, -12, i, i, i
C[C@@H](NC(=O)[C@@H]1Cc2ccccc2CN1C(=O)OC(C)(C)C)C(=O)NCC1CCCO1 (some centres undefined)
  i, i, i, -1, 4, i, i, -14, i, i, i
CC(C)OP(=O)(OC(C)C)C(O)c1cccc([N+](=O)[O-])c1 (centres undefined)
  i, i, i, -6, -5, i, i, -12, i, i, i
Cc1cc2nnc(SCC(=O)NCC3CCCO3)n2c2ccccc12 (centres undefined)
  i, i, i, 3, -4, i, i, -3, i, i, i
Cc1cc(=O)n2nc(N3CCC(C(=O)NCc4ccc(F)cc4)CC3)sc2n1
  i, i, i, -5, 6, i, i, -7, i, i, i
Cc1cc(Nc2cccc(F)c2)n2nc(C)nc2n1
  i, i, i, 0, -10, i, i, -4, i, i, i
COc1ccc(-c2cc(C(=O)O)sc2C)cc1
  i, i, i, ., 2, i, i, -10, i, i, i

These rows are one share of the data, so the mix of outcomes need not match the whole.
